High-throughput results as filed in PubChem BioAssay.
TGFb SMAD3 inh: TGF-b pathway inhibition | AID 588855 | Potency, µM (top dose mostly 46.1 µM), inactives show at the highest dose activity, negative = inhibition, usual class: inhibitors | hit rate 1.2% among 410,000 | HepG2 CAGA-GFP TGF-b/SMAD3 reporter, GFP fluorescence, 18 h; TGF-beta stimulated, 500 pg/mL final; also: potency is read from the fitted curve at half-maximal effect; % is scaled to controls: 0 for no effect and ±100 for the full control effect; nearly all actives have a fitted effect of over 65% in size
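First, reporter cells (HEPG2 CAGA-GFP) rested 2 h at 37 degrees C. Next, compounds were pinned in and TGF-beta added to 500 pg/mL final. After 18 h, GFP was imaged per cell and summed per well.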
IL-1B inflam inh: blocks inflammasome-driven IL-1 beta release | THP-1 LPS/ATP IL-1B secretion, AlphaLISA, 16 h; active compounds read low | AID 743279 | hit rate 4.7% among 360,000 | activity change, % at 57.5 µM; in the data active = activity change below about -50%; inconclusive = mostly about -30% to -49%; also: % is scaled to controls: 0 for no effect and ±100 for the full control effect
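Secreted IL-1B measured by AlphaLISA bead assay after 16 h compound exposure of THP-1 cells; compounds (final up to 57.5 uM) added 1 h before LPS (250 ng/mL) and ATP (1.25 mM) stimulation; lower signal means less secretion.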
Nrf2 block: inhibitors of Nrf2 signaling. AID 504444. hit rate 2.1% among 360,000. Potency, µM (top dose mostly 46 µM), for the others: at the highest dose activity change, negative = inhibition, usual class: inhibitors. A549 ARE-Fluc reporter, luciferase luminescence, 18-24 h; also: potency is read from the fitted curve at half-maximal effect; % is scaled to controls: 0 for no effect and ±100 for the full control effect; nearly all actives have a fitted effect of over 60% in size
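Quantitative HTS in A549 cells stably bearing an antioxidant response element-firefly luciferase construct. Inhibition of Nrf2-driven transcription was scored by luminescence after 18-24 h of compound exposure at 37 °C.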
MCF10A rereplic: DNA re-replication induction in MCF 10a cells; MCF 10A DNA re-replication, Hoechst nuclear intensity, 48 h; Potency, µM (doses to about 46.1 µM), for inactives: at the highest dose activity, positive = re-replication, actives largely listed as activators; hit rate 2.9% among 350,000; also: potency is read from the fitted curve at half-maximal effect; % of control where 0% means no effect; nearly all actives have a fitted effect of over 50% in size
Nrf2 ARE act: Nrf2 pathway activation | Potency, µM (titrated, usually from 46.1 µM), inactives show at the top dose activation, usual class: activators | hit rate 0.31% among 410,000 | AREc32 ARE-luciferase reporter (MCF7-derived line), luminescence, 24 h; also: potency is read from the fitted curve at half-maximal effect; % of control where 0% means no effect; nearly all actives have a fitted effect of over 65% in size
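Each well held 1000 AREc32 cells, which were incubated with compound for 24 hr at 37 deg C after overnight attachment, and ARE reporter activity was quantified by firefly luciferase luminescence.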
ATXN viability: cell viability loss in ATXN counter-screen; S2 cells (HEK-293 line with an ATXN2-luciferase reporter) viability, CellTiter-Fluor protease fluorescence, 24 h; Potency, µM (top dose mostly 56.7 µM), actives largely listed as cytotoxic; hit rate 0.49% among 400,000; also: potency is read from the fitted curve at half-maximal effect; nearly all actives have a fitted effect of over 40% in size
ATXN2 expr inh: ATXN2 expression inhibition; hit rate 0.72% among 360,000; HEK-293 ATXN2-luciferase reporter, luminescence, 24 h; Potency, µM (titrated, usually from 57 µM), for inactives: top-dose activity change, negative = inhibition, usual class: inhibitors; AID 1745845; also: potency is read from the fitted curve at half-maximal effect; % is scaled to controls: 0 for no effect and ±100 for the full control effect; nearly all actives have a fitted effect of over 55% in size
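ATXN2-luciferase reporter cells (luciferase flanked by upstream and downstream ATXN2 gene portions) were treated 24 h at 37 °C with compounds at up to 57 uM. SteadyGlo luminescence gave expression; GF-AFC fluorescence gave viability.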
HepG2 tox: counter-screen for TGF-b inhibitors: cytotoxicity in HepG2 cells; HepG2 CAGA-GFP viability, ATP luminescence, 18 h; Potency, µM (doses to about 46.1 µM), for inactives: at the highest dose activity change, negative = cytotoxicity, usual class: cytotoxic; hit rate 0.76% among 410,000; AID 588856; also: potency is read from the fitted curve at half-maximal effect; some results filed as inactive show a strong effect at the top dose
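CellTiter-Glo luminescence gave cytotoxicity after 18 hours at 37 degrees C. The cells were HepG2 CAGA-GFP in 1% FBS DMEM, stimulated with 500 pg/mL TGF-beta after compound addition. %Activity was normalised to no-cell wells (complete cell-killing) and DMSO (no toxicity), and curves were fitted and classified.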
A549 tox: A549 cytotoxicity, counter-screen for Nrf2 inhibitors | A549 ARE-Fluc cells, CellTiter-Fluor viability, 18-24 h | Potency, µM (doses to about 46 µM), for the others: top-dose activity change, negative = cytotoxicity, hits mostly inhibitors | hit rate 0.16% among 390,000 | AID 504648; also: potency is read from the fitted curve at half-maximal effect; % is scaled to controls: 0 for no effect and ±100 for the full control effect
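Cytotoxicity counterscreen: CellTiter-Fluor fluorescence was measured in A549 ARE_Fluc cells after 18-24 h of compound exposure in a concentration series. The subsequent BugLite luminescent read reports ARE-luciferase activity.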
* marks the source's active call; other numbers are inactive results; i = inactive; ? = inconclusive; · = no result given; & = joins results of further samples; [ ] = remark or other dose. Unless noted, calls follow the shape of the dose curve; as a rule, active = well fitted curve in the direction sought with a large enough effect; inconclusive = small, poorly fitted or top-dose-only effect, or another doubt; inactive = no such curve, though single readings can be large; an effect the other way counts as inactive or inconclusive.

Molecule	TGFb SMAD3 inh	IL-1B inflam inh	Nrf2 block	MCF10A rereplic	Nrf2 ARE act	ATXN viability	ATXN2 expr inh	HepG2 tox	A549 tox
O=c1ccc2c(-c3ccccc3)c3ccc(O)cc3oc-2c1	-97%	18	-8%	-20%	-0.5%	i	-6%	-3%	-15%
Cc1ccc(N(C(=O)c2nsc(Cl)c2Cl)C(C(=O)NC2CCCC2)c2ccc(O)cc2)cc1C (stereo unspecified)	?	-65*	-115%	7%	7.4%	i	-37%	3%	?
CCn1c(SCCOc2ccc(OC)cc2)nnc1C(CO)NC(=O)c1ccc(OC)cc1 (stereo unspecified)	-16%	-2	-12%	-2%	0.1%	?	-16%	-22%	-15%
CCN(c1cc(C)cc(C)c1)S(=O)(=O)c1nnc(NC(=O)c2cccc(F)c2)s1	-28%	·	?	·	0.3%	·	·	-43%	-16%
CN(Cc1nc(-c2cccs2)no1)CC(O)c1ccccc1 (stereo unspecified)	-1%	4	1%	6%	-0.1%	i	28%	-3%	8%
O=C1c2ccccc2C(=O)N1CCCCn1c(=O)oc2ccccc21	-22%	12	4%	12%	-0.2%	i	-10%	-6%	18%
COC(=O)CCN(C1CCCCC1)S(=O)(=O)c1ccc(S(=O)(=O)N2CCCCC2)cc1	3%	-13	-6%	-47%[inhibitor]	-0.4%	i	-16%	-1%	11%
COc1cccc(CC(C(=O)Nc2cc(C)ccc2C)c2nn[nH]n2)c1OC (stereo unspecified)	-22%	-21	10%	-2%	-0.3%	i	-4%	-13%	-3%
Cc1noc(C)c1NC(=O)N1CCN(Cc2ccccc2)CC1	-8%	14	-8%	-1%	-0.5%	i	11%	5%	-1%
COc1ccc2c(c1)/C(=C/c1cc(OC)c(OC)c(OC)c1)C(=O)N2	?	-6	?	?	6.1%	?	-21%	-9%	-10%
CCCCNC(=O)OC1CCS(=O)(=O)C1 (stereo unspecified)	0%	19	-5%	-3%	-0.8%	i	1%	-10%	-1%
N#CC[n+]1cc(-c2ccc(Cl)cc2)n2c1CCC2	-6%	17	·	0%	0.4%	i	-10%	1%	-1%
CCc1ccc(C2CC(c3ccccc3C)n3nc(N)nc3N2)cc1 (stereo unspecified)	10%	-16	0%	10%	0.2%	i	6%	4%	-2%
CCN(CC)S(=O)(=O)c1cc(C(=O)OCC(=O)Nc2cccc(S(=O)(=O)N(C)C)c2)ccc1F	2%	-7	20%	12%	-1.1%	i	18%	19%	0%
CCOc1cccc(C2C(C(=O)c3ccc(C)o3)=C(O)C(=O)N2c2nnc(C)s2)c1 (stereo unspecified)	-7%	-5	2%	14%	0.2%	?	2%	3%	1%
Cc1cccc(NS(=O)(=O)c2cccc(C(=O)NCCCN3CCOCC3)c2)c1	-14%	2	-3%	19%	-0.1%	i	1%	-4%	1%

Part of the list above, reformatted.
Below each compound: TGFb SMAD3 inh	IL-1B inflam inh	Nrf2 block	MCF10A rereplic	Nrf2 ARE act	ATXN viability	ATXN2 expr inh	HepG2 tox	A549 tox
COC(=O)CCN(C1CCCCC1)S(=O)(=O)c1ccc(S(=O)(=O)N2CCCCC2)cc1
→ 3%	-13	-6%	-47%[inhibitor]	-0.4%	i	-16%	-1%	11%
COc1cccc(CC(C(=O)Nc2cc(C)ccc2C)c2nn[nH]n2)c1OC (stereo unspecified)
→ -22%	-21	10%	-2%	-0.3%	i	-4%	-13%	-3%
Cc1noc(C)c1NC(=O)N1CCN(Cc2ccccc2)CC1
→ -8%	14	-8%	-1%	-0.5%	i	11%	5%	-1%
COc1ccc2c(c1)/C(=C/c1cc(OC)c(OC)c(OC)c1)C(=O)N2
→ ?	-6	?	?	6.1%	?	-21%	-9%	-10%
CCCCNC(=O)OC1CCS(=O)(=O)C1 (stereo unspecified)
→ 0%	19	-5%	-3%	-0.8%	i	1%	-10%	-1%
N#CC[n+]1cc(-c2ccc(Cl)cc2)n2c1CCC2
→ -6%	17	·	0%	0.4%	i	-10%	1%	-1%
CCc1ccc(C2CC(c3ccccc3C)n3nc(N)nc3N2)cc1 (stereo unspecified)
→ 10%	-16	0%	10%	0.2%	i	6%	4%	-2%
CCN(CC)S(=O)(=O)c1cc(C(=O)OCC(=O)Nc2cccc(S(=O)(=O)N(C)C)c2)ccc1F
→ 2%	-7	20%	12%	-1.1%	i	18%	19%	0%

Following part:
Molecule	TGFb SMAD3 inh	IL-1B inflam inh	Nrf2 block	MCF10A rereplic	Nrf2 ARE act	ATXN viability	ATXN2 expr inh	HepG2 tox	A549 tox
CN(Cc1ccccc1)C(=O)COc1cccnc1[N+](=O)[O-]	0%	12	2%	7%	-0.6%	i	-1%	2%	2%
COc1cc(-c2nc3ccccn3c2/N=C/c2ccccc2)ccc1O	-3%	-6	7%	-8%	7.3%	i	37%	-14%	-1%
COCCn1c(SCC(=O)N2CCCC2=O)nc2sc(C)c(C)c2c1=O	-6%	12	3%	-15%	-0.5%	i	1%	3%	0%
Cn1c(=O)c2cc(S(=O)(=O)NC(C(=O)N3CCCCCC3)c3ccccc3)ccc2n(C)c1=O (stereo unspecified)	-1%	-29	1%	1%	0.2%	i	-7%	-2%	0%
CC(=O)Nc1ccc(S(=O)(=O)Nc2cccc(-c3ccc(N4CCCCCC4)nn3)c2)cc1	-9%	·	·	·	6.4%	?	32%[activator]	-8%	-22%
COc1ccc(NC(=O)Nc2nnc([C@@H]3C[C@H](O)[C@@H](CO)O3)s2)cc1	-12%	39	·	·	-1.4%	?	2%	2%	·
CNC(=O)[C@@]1(Cc2ccccc2)C=C[C@@H](C)N1C(=O)OC	2%	18	8%	1%	0.6%	i	1%	1%	-2%
COc1ccc2c(c1)nc(NCCO)n2C	-5%	-5	-1%	-3%	-0.5%	?	-4%	14%	-1%
Cn1cc(SCC(=O)N2CCN(c3ccccc3)CC2)c2ccccc21	-1%	-2	9%	6%	3.9%	i	8%	14%	-3%
COc1ccc(-n2nc([N+](=O)[O-])c(=NCCc3ccc(C)cc3)n2O)cc1	-30%	-27	?	7%	0.1%	i	14%	-19%	-8%
O=C(/C=C\c1cn(-c2ccccc2)nc1-c1cccs1)N1CCOCC1	15%	?	27%	?	3.4%	?	-1%	3%	3%
O=C(Nc1ccc(Cl)cc1)c1ccc(CN2CCc3ccccc3C2)cc1	?	-10	?	?	4.6%	?	?	-23%	-9%
O=C1NC(c2cccc3ccccc23)Nc2ccc(Cl)cc21 (stereo unspecified)	4µM*	1	?	?	3.0%	?	?	-6%	-15%
CN(Cc1ccn[nH]1)C(=O)C1CCC(=O)N(Cc2cccc(C(F)(F)F)c2)C1 (stereo unspecified)	0%	-1	-19%	4%	0.2%	i	·	6%	1%
COc1cccc(N(CC(=O)Nc2cccc(N(C)S(C)(=O)=O)c2)S(C)(=O)=O)c1	?	9	-34%	?	-0.3%	i	-8%	-34%	-11%
COc1ccc(Cn2cc(CN3CC(N4CCN(CCO)CC4)CS3(=O)=O)nn2)cc1 (stereo unspecified)	·	17	·	·	-0.7%	i	2%	·	·
O=C(CN1CCN(CCN2C(=O)c3cccc4cccc(c34)C2=O)CC1)c1ccc(F)cc1	-28%	-5	-17%	?	4.9%	?	-37%	-5%	-9%
c1ccc(C2CC3CC(c4ccccc4)N2O3)cc1 (stereo unspecified)	-17%	0	10%	13%	0.7%	i	-11%	-8%	?
CC(C)(C)c1ccc(OCCCC(=O)NC2=NCCS2)cc1	0%	-10	-30%	14%	0.3%	i	0%	-46%	0%
Cc1cc(NC(=O)C(C)SCC(=O)N(C)Cc2ccccc2F)no1 (stereo unspecified)	1%	0	-10%	?	-0.5%	i	-13%	-5%	0%
CC(Sc1ccc2c(c1)OCCO2)C(=O)Nc1ncc(Cl)cc1Cl (stereo unspecified)	2%	-9	-24%	4%	4.8%	i	3%	-1%	11%
O=S(=O)(c1cccc(F)c1)N1CCN(Cc2cc3c(cc2Br)OCCO3)CC1	?	-7	?	-2%	0.3%	i	-21%	-11%	10%
COc1cccc(NC(=O)COC(=O)c2ccc(S(=O)(=O)NCc3ccco3)cc2)c1	2%	32	8%	2%	-0.3%	i	2%	0%	0%
COc1ccc(OC)c(NC(=O)CCN2CCCCC2)c1	-16%	1	9%	-1%	-0.2%	i	0%	-1%	2%
CO/N=C/c1cccn1-c1nccc(N(C)C)c1C#N	0%	-18	21%	-3%	0.1%	i	-8%	-16%	9%
COc1ccc(-c2csc(C(C)(O)c3ccc(F)c(F)c3)n2)cc1 (stereo unspecified)	?	22	·	·	0.7%	i	-10%	-32%	·
Cc1nn(C(C)C(=O)NCc2ccco2)c(C)c1[N+](=O)[O-] (stereo unspecified)	0%	0	7%	-4%	-0.4%	?	·	28%	5%
COc1ccc(-c2nnc(SCC(=O)c3ccc(O)cc3O)o2)cc1	-5%	33	1%	-4%	2.2%	i	4%	-11%	5%
Cc1ccc(OCC(=O)Nc2nnc(S(=O)(=O)N3CCCCCC3)s2)cc1	-3%&-25%	9	?	-9%	-2.1%&-1.4%	i	16%&11%	1%&-8%	-5%&3%
O=C(O)CCNC(=O)/C(=C/c1ccco1)NC(=O)c1ccco1	-6%	2	6%	-5%	0.1%	i	·	5%	0%
O=S(=O)(c1ccccc1)N(CC1CO1)c1cccc2ccccc12 (stereo unspecified)	-14%	-69*	9%	?	?	i	-18%	-23%	-12%
Cc1ccc(C)c(N(CC(=O)NCCc2ccccc2)C(=O)CCC(=O)Nc2ccccn2)c1	7%	-12	-8%	5%	0.1%	i	-15%	-34%	0%

The order is random. Share with any hit: about 8.8%.
